Source: PubChem BioAssay (several laboratories)
E-sel TNF inh = TNF alpha driven E-selectin expression inhibition; HUVEC TNFa-induced E-selectin immunofluorescence, high content; inhibition, % at 2 µM; 0.71% of 120,000 active; AID 1246;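 active = inhibition above the batch mean plus 3 SD, and confirmed as a hit on visual image review, cut at about 43% in these data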;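 note: 0% = TNF-stimulated DMSO wells and 100% = unstimulated control wells; not every result past the cut was called active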
bCat KO growth = beta-catenin-lacking colon tumor cell growth suppression; 1.5% of 140,000 active; HCT116 beta-catenin knockout viability, CellTiter-Glo, 60 h; hits give low values; AID 818; viability, % at 10 µM;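 active = viability at or under a set limit, the compound median less 4 SD, cut at about 6% in these data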;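 note: 0% = Hyamine 1622 control at 20 µM and 100% = untreated cell control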
Phagocyt inh = blocks phagocytosis by macrophages | inhibition, % at 5 µM | 0.07% of 110,000 active | AID 1029 | J774A.1 macrophage IgG-bead phagocytosis, imaging;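 active = inhibition above the mean of the plate negative controls plus 5 SD, cut at about 13% in these data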;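 note: phagocytic index as fraction of beads internalized from green versus red external bead signal; plate controls were DMSO negative control for no effect and cytochalasin-D positive control for full effect; some results beyond the cut were filed as inactive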
PTEN del growth = PTEN-deleted cell growth suppression; HCT116 PTEN-null viability, CellTiter-Glo, 60 h; hits give low values; viability, % at 10 µM; 1.2% of 140,000 active;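 active = viability at or below a set limit, 4 SD under the median of all tested compounds, cut at about 3.7% in these data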;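 note: PTEN knockout HCT116 line with beta catenin targeted HCT116 as companion control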
NPY-Y2 antag = blocks the human neuropeptide Y Y2 receptor. NPY-Y2 expressing cells, antagonist mode. inhibition, % at 2.7 µM. P49146. AID 793. 0.99% of 140,000 active; in the data active = inhibition above about 17%;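 note: 0% = vehicle with agonist challenge and 100% = reference antagonist with challenge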
Target sequence (P49146 whole entry, looked up): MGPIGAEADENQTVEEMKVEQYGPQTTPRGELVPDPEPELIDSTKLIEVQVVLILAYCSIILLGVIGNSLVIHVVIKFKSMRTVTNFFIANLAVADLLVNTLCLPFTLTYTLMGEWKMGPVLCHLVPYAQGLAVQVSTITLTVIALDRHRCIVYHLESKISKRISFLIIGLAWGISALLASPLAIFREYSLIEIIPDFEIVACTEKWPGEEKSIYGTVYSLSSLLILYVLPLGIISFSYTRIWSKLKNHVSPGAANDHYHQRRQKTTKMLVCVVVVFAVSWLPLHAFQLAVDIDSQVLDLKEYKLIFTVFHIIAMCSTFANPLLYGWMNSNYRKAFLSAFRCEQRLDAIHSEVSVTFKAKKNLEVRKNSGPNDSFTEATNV
Yeast life ext = extends the lifespan of yeast; S. cerevisiae growth with nicotinamide, OD615; deaD strain in restrictive glucose medium; inhibition of the nicotinamide effect, % at 10 µM; 0.68% of 130,000 active;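 active = inhibition above a set limit, placed 3 SD over the median of all compounds, cut at about 26% in these data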;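 note: 0% = nicotinamide-treated wells and 100% = cells grown without nicotinamide; some compounds called inactive have numbers as strong as hits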
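Measured by: optical density (absorbance) at 615 nm; System: modified budding yeast, DeaD strain; Medium: restrictive CSMM-D dextrose medium; Timing: 4 h preincubation then 48 h treatment at 30 °C.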
MRP1 act = MRP-1 activation; 0.61% of 140,000 active; AID 799; viability increase, % at 10 µM; H69AR cells + doxorubicin, viability rescue, CellTiter-Glo;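 active = viability gain under doxorubicin at or above a set limit, the compound median plus 3 SD, cut at about 4.7% in these data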;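 note: MRP-1 overexpressing cells given doxorubicin 25 µM after compound pretreatment; 18-22 h compound pretreatment then 72 h with doxorubicin before readout; 0% = doxorubicin-only wells and 100% = vehicle-treated cells without doxorubicin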
Yeast growth inh = yeast BB579 growth reduction in restrictive medium; inhibition, % at 10 µM; S. cerevisiae BB579 growth, OD615, 48 h; 0.51% of 140,000 active; AID 804;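 active = inhibition above a set limit, 3 SD over the mean compound inhibition, cut at about 44% in these data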; note: inactives centre near -24
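Assay system – yeast BB579 (DeaD) · Dosing – single compound dose of 10 µM, 0.25% DMSO final · Detection – OD615 turbidity measurement · Buffer or medium – CSMM-D restrictive synthetic medium containing dextrose (glucose) · Benchmarks – positive control amphotericin B 10 µg/mL · Incubation – 48 h exposure, 30 °C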
GALR2 blocker = antagonists of human galanin receptor 2 (GALR2); GALR2-expressing cells, antagonist mode; inhibition, % at 4 µM; 0.39% of 140,000 active; AID 828; in the data active = inhibition above about 27%;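 note: cells stimulated with galanin 1-16 at roughly its EC80; 0% = agonist challenge control and 100% = basal control without agonist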
Target sequence (O43603 whole entry, looked up): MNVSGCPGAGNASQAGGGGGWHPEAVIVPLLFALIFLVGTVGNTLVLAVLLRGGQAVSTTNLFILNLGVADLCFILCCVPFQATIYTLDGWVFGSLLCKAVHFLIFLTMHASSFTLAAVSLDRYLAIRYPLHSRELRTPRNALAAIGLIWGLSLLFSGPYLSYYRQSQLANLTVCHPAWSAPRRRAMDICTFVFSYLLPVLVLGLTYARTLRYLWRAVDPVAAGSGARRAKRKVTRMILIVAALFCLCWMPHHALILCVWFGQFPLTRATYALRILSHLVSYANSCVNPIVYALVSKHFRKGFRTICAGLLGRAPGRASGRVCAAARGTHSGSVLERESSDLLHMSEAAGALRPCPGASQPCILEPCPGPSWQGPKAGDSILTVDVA
Measles CPE = protection of cells from measles virus | Measles virus-infected cells, CPE protection, absorbance | protection (pct of control), % at 4 µM | 1.5% of 140,000 active; in the data active = protection mostly above about 24%, no sharp cut-off; inactive = mostly below about 26%; note: some compounds called inactive have numbers as strong as hits
* = called active by the depositor; . = not tested or not shown.

The first twelve compounds as a preview:
SMILES	E-sel TNF inh	bCat KO growth	Phagocyt inh	PTEN del growth	NPY-Y2 antag	Yeast life ext	MRP1 act	Yeast growth inh	GALR2 blocker	Measles CPE
CCOC(=O)C1CCN(S(=O)(=O)c2ccc3[nH]c(=O)oc3c2)CC1	.	93	1	92	5	-4	-0.6	-36	3	3
Cc1ccc(NC2=NCCCCC2)cc1C	0	93	-2	91	9	1	-3.0	-34	21	20
Cc1c(-c2ccccc2)[n+](=O)c2c(n1[O-])CCC2	-14	101	.	96	2	.	-1.3	-23	1	3
CCCCC(=O)Nc1nn(CCC)c2nc3ccccc3cc12	-7	93	2	92	2	-4	-0.6	-70	-20	15
CC(C)c1ccc(NC(=O)C(c2ccc3c(c2)OCO3)N2CCCCC2)cc1 (configuration not stated)	16	28	.	26	8	-8	-2.9	31	5	17
O=c1cc2c(nn1Cc1ccc(Cl)cc1)-c1ccccc1CC2	1	91	0	89	11	13	-2.1	-35	-11	22
CC1(C)Oc2ccc(/C=C/C(=O)N3CCOCC3)c(O)c2C(N2CCOCC2)C1O (configuration not stated)	9	100	-9	93	-1	12	-0.5	-58	5	20
O=C(CCNS(=O)(=O)c1cccs1)NCc1ccccc1	5	82	0	100	2	-5	-0.5	-75	-10	4
O=C(NCC1CCCO1)c1ccc2c(c1)C(=O)N(C1CCCCC1)C2=O (configuration not stated)	17	109	-1	111	0	-13	0.4	-36	-4	2
Oc1ccc2ccccc2c1CN1CCN(c2ccccc2F)CC1	.	89	0	95	9	-1	-2.9	-31	2	3
COc1ccc2nc(NC(=O)c3ccoc3C)sc2c1	-25	16	-1	20	2	-16	-2.7	-17	9	9
Cc1ccc2c(c1)N(CCC(=O)NCc1cccs1)C(=O)C(C)O2 (configuration not stated)	16	102	-1	94	3	-3	0.8	-13	-2	4

The whole of this part (from the top)
SMILES	E-sel TNF inh	bCat KO growth	Phagocyt inh	PTEN del growth	NPY-Y2 antag	Yeast life ext	MRP1 act	Yeast growth inh	GALR2 blocker	Measles CPE
CCOC(=O)C1CCN(S(=O)(=O)c2ccc3[nH]c(=O)oc3c2)CC1	.	93	1	92	5	-4	-0.6	-36	3	3
Cc1ccc(NC2=NCCCCC2)cc1C	0	93	-2	91	9	1	-3.0	-34	21	20
Cc1c(-c2ccccc2)[n+](=O)c2c(n1[O-])CCC2	-14	101	.	96	2	.	-1.3	-23	1	3
CCCCC(=O)Nc1nn(CCC)c2nc3ccccc3cc12	-7	93	2	92	2	-4	-0.6	-70	-20	15
CC(C)c1ccc(NC(=O)C(c2ccc3c(c2)OCO3)N2CCCCC2)cc1 (configuration not stated)	16	28	.	26	8	-8	-2.9	31	5	17
O=c1cc2c(nn1Cc1ccc(Cl)cc1)-c1ccccc1CC2	1	91	0	89	11	13	-2.1	-35	-11	22
CC1(C)Oc2ccc(/C=C/C(=O)N3CCOCC3)c(O)c2C(N2CCOCC2)C1O (configuration not stated)	9	100	-9	93	-1	12	-0.5	-58	5	20
O=C(CCNS(=O)(=O)c1cccs1)NCc1ccccc1	5	82	0	100	2	-5	-0.5	-75	-10	4
O=C(NCC1CCCO1)c1ccc2c(c1)C(=O)N(C1CCCCC1)C2=O (configuration not stated)	17	109	-1	111	0	-13	0.4	-36	-4	2
Oc1ccc2ccccc2c1CN1CCN(c2ccccc2F)CC1	.	89	0	95	9	-1	-2.9	-31	2	3
COc1ccc2nc(NC(=O)c3ccoc3C)sc2c1	-25	16	-1	20	2	-16	-2.7	-17	9	9
Cc1ccc2c(c1)N(CCC(=O)NCc1cccs1)C(=O)C(C)O2 (configuration not stated)	16	102	-1	94	3	-3	0.8	-13	-2	4
Cc1ccccc1C(=O)NC(=S)NCCc1ccccc1	.	94	4	96	2	-6	-0.7	-5	15	5
CCOc1cccc(-c2nnc(SCC(=O)Nc3cccc(OC)c3)n2N)c1	2	113	-1	116	1	-6	-0.2	-45	-3	10
Cc1nc2ccccc2n1-c1nc(-c2ccco2)cc(C(F)(F)F)n1	100*	3.1*	0	2.7*	11	-3	-2.1	-42	-3	-1
O=C1CC(N2CCN(c3ccccc3Cl)CC2)C(=O)N1c1ccccc1 (configuration not stated)	-11	91	-2	88	1	-15	0.8	-35	-13	13
c1ccc(-n2nc3ccccc3n2)cc1	5	92	.	101	1	.	1.8	-32	12	31
Cc1ccc2cc(C#N)c(SCc3nnc(-c4ccccc4[N+](=O)[O-])o3)nc2c1	.	1.4*	-7	1.2*	1	-3	-5.7	-12	1	7
O=C(c1cnn2c(C(F)(F)F)cc(-c3ccco3)nc12)N1CCCc2ccccc21	.	91	1	86	4	-2	-0.2	-68	-5	3
CCCCOC(=O)C1=C(C)Nc2ncnn2C1c1cc(OC)c(OC)cc1OC (configuration not stated)	.	93	0	96	0	0	-2.1	-37	7	6
CCc1ccc2ncc(S(=O)(=O)c3ccc(C)c(C)c3)c(N3CCCC3)c2c1	.	58	-12	58	10	14	-4.1	-29	-3	3
COCCNc1nc(=S)[nH]c2cc(OC)c(OC)cc12	26	94	-1	93	3	-4	-3.6	-13	-5	2
CN(C)c1ccc(N/C=C/C(=O)C(C)(C)C)cc1	10	66	1	67	3	0	-2.2	-50	-8	53*
CC(C)(C)c1ccc(OC(=O)c2cccnc2)cc1	-21	95	.	90	1	.	0.8	24	4	8
N#CCCN1CCN(CCC#N)CC1	.	98	-3	105	2	-3	0.7	-12	3	3
C=CCn1c(Cc2cccs2)nnc1SCC(=O)NCc1ccco1	10	101	0	106	-2	0	0.3	-27	-8	6
CC(C)OCCCNC(=O)CN1C(=O)/C(=C/c2ccccc2)Sc2ccccc21	-5	88	-8	92	5	0	-2.3	-33	-5	2
NC(=O)CCn1nc(-c2ccccc2)c2ccccc2c1=O	.	91	0	89	3	-2	-1.6	-34	15	7
Cc1cccc(OCC(=O)Nc2cccc3nsnc23)c1	11	101	-1	108	10	-7	-0.6	-29	20	21
CCOC(=O)N1CCN(c2c(NCCCN(CC)CC)c(=O)c2=O)CC1	10	92	.	90	1	-5	0.6	-14	-15	7
N#Cc1c(C(F)(F)F)cc(-c2ccccc2)nc1SCc1nc(N)nc(N2CCOCC2)n1	-16	61	-3	48	3	-15	-3.4	-11	17	15
COc1ccc2[nH]c(=O)c(CN(Cc3nnnn3Cc3ccccc3)CC3CCCO3)cc2c1 (configuration not stated)	.	85	2	91	1	-10	0.0	-31	2	8
CC(C)[C@H](Nc1ccc(S(=O)(=O)N2CCOCC2)cc1[N+](=O)[O-])C(=O)OCC(=O)N(C(C)C)C(C)C	.	84	.	90	3	-1	-3.7	-8	-6	5
COc1ccc(-c2nnc(SCC(=O)Oc3ccc(C)cc3)o2)cc1	12	99	.	109	7	.	-2.2	-24	4	7
CC(=O)N(C)c1ccc(NC(=O)/C=C/c2ccccc2Cl)cc1	-19	98	-2	81	0	-22	-4.4	-25	6	7
COC(=O)c1ccc(CSc2nnc(CS(=O)Cc3ccc(Br)cc3)n2-c2ccccc2)cc1 (configuration not stated)	-21	63	-3	69	6	9	2.6	-34	-2	3
CS(=O)(=O)N1CCc2cc(C(=O)OCC(=O)c3ccccc3)ccc21	12	110	-1	101	0	-9	0.7	1	-12	9
CN1CCC(=NNC(=O)C(=O)NC(C)(C)C)CC1	22	101	0	101	1	-5	-0.3	-53	-3	4
COc1ccccc1Cn1c(=O)[nH]c2cccnc21	.	90	-1	93	3	-4	-1.5	-19	5	17
O=C(NCc1ccc2c(c1)OCO2)C(c1ccco1)N(C(=O)c1csnn1)c1ccccc1 (configuration not stated)	-15	99	-2	94	0	-3	-4.2	-33	10	6
Cc1ccccc1OCCNC(=O)CNC(=O)c1ccccc1O	-2	102	-1	95	0	-13	0.2	-26	0	4
CC(=O)N1CCc2cc(S(=O)(=O)NC(C(=O)NCc3ccccc3)C(C)C)ccc21 (configuration not stated)	18	93	-1	100	2	-8	-0.9	-56	-1	4
CCc1cc(/C(Cc2csc(C)n2)=N/O)c(O)cc1O	18	79	-2	75	1	5	-1.4	-48	-1	5
Cc1ccc(-c2nc3cnccn3c2Nc2ccc3c(c2)OCCO3)o1	-36	93	-1	100	10	-5	-0.9	-46	3	6
C=CCn1c(SCC(=O)c2ccc(CNC(C)=O)o2)nc2scc(C3CC3)c2c1=O	.	92	-2	92	4	-5	-4.1	-30	-7	23
Cc1cccc(CS(=O)(=O)Cc2ccc(C(=O)O)o2)c1	-30	101	-1	99	2	6	-2.6	-30	15	1
CC(Oc1ccccc1)C(=O)NC1CCN(Cc2ccccc2)CC1 (configuration not stated)	-26	92	-1	97	-2	-9	-0.5	-39	9	.
CS(=O)(=O)CCC(C(=O)n1nnc2ccccc21)N1C(=O)c2ccccc2C1=O (configuration not stated)	-20	109	0	106	1	-13	-1.0	-48	4	10
Cc1ccc2c(C(=O)CN3CCN(c4ccccc4)CC3)c(C)[nH]c2c1	-5	100	2	99	2	1	-1.7	-38	-2	4
C=CCNC(=S)N/N=C/c1ccc(-c2cc(Cl)ccc2Cl)o1	-27	13	.	19	3	-19	-4.6	0	5	23
CC(C)CC(=O)Nc1ccc(N2CCN(S(C)(=O)=O)CC2)cc1	17	90	2	95	-1	2	0.8	-29	3	12
O=C(NC(=S)Nc1cccc(Cl)c1N1CCCC1)c1ccc(-c2cccc([N+](=O)[O-])c2)o1	-17	65	7	65	-2	-17	3.6	-48	-4	4
CCC(CC)c1nnc(NC(=O)Oc2ccccc2)s1	6	104	.	87	1	30	-0.3	-16	10	8
CCc1ccc(NC2=NCC(=O)N2c2ccc3c(c2)OCCO3)cc1	.	94	.	96	-2	-3	-1.0	-43	-4	5
CCC(C(=O)c1ccccc1)N(C(=O)c1ccccc1Cl)N1C(=O)C2C3C=CC(C3)C2C1=O (configuration not stated)	7	88	.	81	-3	-10	-2.7	-8	-10	4
O=C(CN1CCN(S(=O)(=O)c2ccc(F)cc2)CC1)Nc1ccc2c(c1)OCCO2	12	82	.	91	6	-10	-1.0	-31	-20	4
